Assay outcomes (PubChem)
FBW7 activator – FBW7 E3 ligase activators, primary screen, biochemical, AlphaScreen, human | AlphaScreen FBW7–phospho-cyclin E peptide binding, activator screen | normalized activity (activation), % at 26.1 µM | 0.13% of 650,000 active | AID 1259310, 2017; in the data active means normalized activity above about 1.9%;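 further: purified mutant Fbw7 with reduced substrate affinity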
Target sequence (Q969H0 whole entry, looked up): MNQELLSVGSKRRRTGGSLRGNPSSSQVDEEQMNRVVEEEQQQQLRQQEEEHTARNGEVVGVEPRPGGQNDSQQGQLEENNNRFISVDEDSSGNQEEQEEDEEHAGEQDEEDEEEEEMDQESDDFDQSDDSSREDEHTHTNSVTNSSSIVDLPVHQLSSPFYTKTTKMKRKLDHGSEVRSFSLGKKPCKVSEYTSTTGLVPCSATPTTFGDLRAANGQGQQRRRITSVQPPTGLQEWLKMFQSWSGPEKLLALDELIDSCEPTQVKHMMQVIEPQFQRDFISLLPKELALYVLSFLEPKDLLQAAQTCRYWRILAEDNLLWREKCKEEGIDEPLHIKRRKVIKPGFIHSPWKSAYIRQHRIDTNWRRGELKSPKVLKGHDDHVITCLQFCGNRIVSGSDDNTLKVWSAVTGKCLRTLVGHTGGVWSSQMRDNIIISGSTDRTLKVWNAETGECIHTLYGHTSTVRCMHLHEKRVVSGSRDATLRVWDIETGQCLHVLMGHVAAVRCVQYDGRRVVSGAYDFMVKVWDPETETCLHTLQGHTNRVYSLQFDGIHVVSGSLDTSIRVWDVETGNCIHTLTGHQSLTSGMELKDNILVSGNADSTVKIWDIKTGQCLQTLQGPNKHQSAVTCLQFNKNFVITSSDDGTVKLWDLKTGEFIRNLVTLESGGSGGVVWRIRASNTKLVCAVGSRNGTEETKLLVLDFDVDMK
TEAD-YAP block – TEAD-YAP interaction inhibition, primary screen, TEAD-YAP interaction inhibitor project, luminescence, HEK-TIYL cells; inhibition, % at 9.12 µM; 1.4% of 640,000 active; AID 1259422, 2018; TEAD-Gal4/YAP UAS-luciferase luminescence; in the data active means inhibition above about 32%;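 further: 0% = median of test compound wells and 100% = reference inhibitor wells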
GPR151 activ – activators of human GPR151, primary screen, cell-based, PathHunter beta-arrestin, luminescence; PathHunter beta-arrestin GPR151 cells; activation, % at 11.2 µM; 1% of 650,000 active; in the data active means activation above about 4.9%;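 further: 0% = median of compound wells and 100% = cells with positive control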
MITF primary – MITF inhibitors, primary screen, biochemical, AlphaScreen, human | AlphaScreen MITF homodimerization, bead proximity signal | 0.91% of 650,000 active | Microphthalmia-associated transcription factor (Homo sapiens), O75030 | inhibition, % at 2.6 µM; in the data active means inhibition above about 50%;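 further: 0% = vehicle wells with protein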
* = called active by the depositor.

SMILES	FBW7 activator	TEAD-YAP block	GPR151 activ	MITF primary
COCCNc1c(-c2ccc(Br)cc2)nc2cnccn12	-0.3	-24	-1.3	-6
COc1ccccc1C(=O)N(CN1CCCC1=O)c1ccccc1OC	0.1	-4	0.9	8
C=CCN(CC=C)C(=O)CCc1nnc(CCc2c[nH]c3ccccc23)o1	0.1	-7	0.9	-2
Cc1cc(=O)n2[nH]c(-c3ccc(Br)cc3)cc2n1	0.0	-64	-0.5	15
O=c1oc2ccc([N+](=O)[O-])cc2cc1-c1ccccn1	-0.2	4	-0.7	-1
N/C(=C\C(=O)c1ccccc1O)c1ccccc1	-0.1	-59	2.0	-21
CC12CCC(C)(CC1)C(=O)O2	-0.2	0	-0.3	-3
CCOC(=O)c1cc2sccc2n1CC(=O)NC1CCCC1	0.2	-9	1.8	1
Cc1ccc(C)c(OCC(=O)N/N=C/c2cc(O)ccc2Br)c1	-1.1	20	-0.4	4
CC(=O)C1=C(c2ccc([N+](=O)[O-])cc2)N(C(C)=O)n2cnnc2S1	-0.1	32*	0.8	-6
COC(=O)c1cnn2c1NCN(Cc1ccc(C)cc1)C2	0.8	7	0.0	11
CC#CCN(Cc1ccco1)C(=O)CC1C(=O)NCCN1Cc1ccc(C)o1 (stereo not drawn)	0.2	9	-0.3	3
Cc1cc(C)n(-c2nc(OCC(F)(F)F)nc(N3CCN(C45CC6CC(CC(C6)C4)C5)CC3)n2)n1	-0.2	0	0.0	-10
CCn1nc(C)c(CN2CCC3(CC2)CC3C(=O)NCc2ccccc2C(F)(F)F)c1C (stereo not drawn)	0.2	9	0.1	-10
Fc1cc(F)c(F)c(SCCc2ccncc2)c1F	0.2	-3	0.0	90*
CCOC(=O)c1sc(C)c2c(=O)[nH]c(C)nc12	0.1	0	-0.8	9
COc1ccc(-n2nc(C(=O)Nc3ccc(F)c(Cl)c3)c3ccccc3c2=O)c(OC)c1	0.0	6	-3.0	1
Cc1onc(-c2ccccc2)c1C(=O)NCc1ccccn1	0.0	5	-0.2	9
O=C(c1cc(-c2ccccc2O)on1)N1CCCC1	0.0	-46	0.4	5
O=C(c1ccc(Br)cc1)n1nnc2ccccc21	0.0	2	0.4	-6
O=C(NNC(=S)NCC1CCCO1)c1ccccc1I (stereo not drawn)	-0.5	5	-1.0	19
Cc1cc(/C=N/N2CCN(C)CC2)c(C)n1-c1ccc(I)cc1	-0.1	5	2.6	-3
CNC(=O)c1cccc(N2CCCC2=O)c1	1.0	-12	-1.1	14
CCN1CCN(Cc2ccc(NC(=O)Nc3ccccc3)cc2)CC1	0.1	52*	0.3	3
COc1cc(NC(=O)c2cccc(-c3cccc(C(C)=O)c3)c2)cc(OC)c1OC	0.0	30	3.1	-2
N#Cc1ccccc1S(=O)(=O)Nc1cccc(Br)c1	0.2	2	1.4	13
CC1=C(C(=O)OC2CCCC2)C(c2cccnc2)C2=C(CC(C)(C)CC2=O)N1 (stereo not drawn)	-0.2	-2	-0.6	-4
COc1ccc(CCNS(=O)(=O)c2ccccc2)cc1OC	0.0	5	0.1	1
COCC(C)n1c(C)cc(C(=O)COC(=O)c2ccc(C#N)cc2)c1C (stereo not drawn)	-0.1	3	0.0	-3
Cc1ccc(NC(=O)c2cc(S(=O)(=O)N3CCc4ccccc4C3)ccc2F)cc1	0.1	-3	-0.9	18
O=C(O)c1[nH]ncc1[N+](=O)[O-]	-0.2	-3	1.3	2
O=C(/C=C/c1ccco1)Nc1ccc(N2CCCC2)cc1	-0.1	-46	-1.1	5
C=CCn1c(SCC(=O)Nc2cccc(C)c2)nc2sc(-c3ccccc3)cc2c1=O	0.1	-29	0.5	2
Cc1ccc(C2(C)C(=O)Nc3ccccc32)cc1 (stereo not drawn)	-0.1	8	0.9	0
Cc1nc(N2CCCC(NC3CCCCC3)CC2)nc2ccc(F)cc12 (stereo not drawn)	0.0	5	1.9	-21
CCOc1ccc(C(=O)NC(=S)Nc2cccc(C(C)=O)c2)cc1[N+](=O)[O-]	0.0	4	0.8	-4
CCc1ccc(C(=O)NCCCNc2nc3cc4c(cc3cc2C#N)OCO4)cc1	0.3	-2	-1.1	22
CCOC(=O)c1sc2nc(C)n(CC(=O)Nc3ccccc3F)c(=O)c2c1C	-0.1	-7	1.1	-3
COCCOC(=O)C1=C(C)NC2=C(C(=O)CC(C)(C)C2)C1c1cccc(Cl)c1Cl (stereo not drawn)	-0.1	7	1.2	-10
Cc1cc(C)cc(NC(=S)NC(=O)C2CC2)c1	0.2	3	-0.9	-23
COc1ccc(CCNc2ncnc3nc(N4CCOCC4)[nH]c23)cc1	-0.2	12	0.6	-1
O=C(Cc1c(F)cc(F)cc1F)N1CCc2nnc(Cc3ccccc3)n2CC1	-0.3	-3	-0.4	-1
CCCCCCOC(=O)NCC(O)c1ccccc1 (stereo not drawn)	0.3	-64	-0.8	12
CCc1ccc(NC(=O)c2cc(S(=O)(=O)N3CCOCC3)ccc2F)cc1	0.1	4	-1.0	8
CN(C)CCN1C(=O)C(=O)/C(=C(\O)c2ccc(F)cc2)C1c1cccs1 (stereo not drawn)	0.1	-5	2.3	-13

Arranged by heavy-atom count (rising): some entries from above.
SMILES	FBW7 activator	TEAD-YAP block	GPR151 activ	MITF primary
O=C(O)c1[nH]ncc1[N+](=O)[O-]	-0.2	-3	1.3	2
Cc1cc(C)cc(NC(=S)NC(=O)C2CC2)c1	0.2	3	-0.9	-23
Cc1ccc(C2(C)C(=O)Nc3ccccc32)cc1 (stereo not drawn)	-0.1	8	0.9	0
CCCCCCOC(=O)NCC(O)c1ccccc1 (stereo not drawn)	0.3	-64	-0.8	12
O=C(/C=C/c1ccco1)Nc1ccc(N2CCCC2)cc1	-0.1	-46	-1.1	5
COc1ccc(CCNc2ncnc3nc(N4CCOCC4)[nH]c23)cc1	-0.2	12	0.6	-1
CCOc1ccc(C(=O)NC(=S)Nc2cccc(C(C)=O)c2)cc1[N+](=O)[O-]	0.0	4	0.8	-4
CCOC(=O)c1sc2nc(C)n(CC(=O)Nc3ccccc3F)c(=O)c2c1C	-0.1	-7	1.1	-3
O=C(Cc1c(F)cc(F)cc1F)N1CCc2nnc(Cc3ccccc3)n2CC1	-0.3	-3	-0.4	-1
Cc1ccc(NC(=O)c2cc(S(=O)(=O)N3CCc4ccccc4C3)ccc2F)cc1	0.1	-3	-0.9	18
C=CCn1c(SCC(=O)Nc2cccc(C)c2)nc2sc(-c3ccccc3)cc2c1=O	0.1	-29	0.5	2

(next part)
SMILES	FBW7 activator	TEAD-YAP block	GPR151 activ	MITF primary
COc1ccc(CC2(CCC(=O)NCC(C)Oc3cccnc3)CCC(=O)N2)c(F)c1 (stereo not drawn)	0.4	1	-0.4	3
CN(C)S(=O)(=O)c1ccc2oc3nnc(SCC(N)=O)n3c2c1	0.0	5	0.2	11
COc1ccc(C(C)=O)cc1CSc1nc(NCCc2ccccc2)c2ccccc2n1	-0.2	-2	-0.3	3
Cc1ccc(S(=O)(=O)N2CCN(C(C)CC(=O)O)CC2)cc1C (stereo not drawn)	0.0	-6	-1.5	5
COc1ccccc1N1CCN(C(c2cccs2)C(C)NC(=O)c2cccnc2)CC1 (stereo not drawn)	0.0	-9	-0.1	-1
Cc1cc2c(o1)-c1c(oc3c(Br)cc(Br)cc13)CCC2C (stereo not drawn)	0.1	-9	-0.5	-2
C/C(=N\NC(=O)C(N)=O)c1cccc(C(F)(F)F)c1	0.6	-5	-0.4	2
CCCCC(=O)NC(Nc1nc(C2CC2)cs1)(C(=O)OCC)C(F)(F)F (stereo not drawn)	0.1	4	-0.6	2
CC(C)N1C(=O)c2ccccc2CC1(C)C(=O)NC1CCCCCC1 (stereo not drawn)	-0.1	-3	1.3	2
CC[C@H](Cn1nnn(-c2ccccc2)c1=O)NC(=O)c1cnsc1	-0.1	-1	0.8	-3
COc1ccc(-c2csc(/C(C#N)=C/c3ccc(OC)c(OC)c3)n2)cc1	0.2	-4	0.3	0
CCCCNS(=O)(=O)c1cccc(N)c1	0.2	0	3.7	10
Cc1nc2c(c(=O)[nH]1)CCN(Cc1nc3ccccc3n1C(C)C)C2	-0.3	4	0.9	0
COC(=O)C1=C(C)NC2=C(C(=O)CC(c3ccc(OC)cc3)C2)C1c1cccc(Br)c1 (stereo not drawn)	0.1	4	-0.1	-9
Cn1c(SCc2ccc(Br)cc2)nc2ccccc21	0.1	-25	-2.7	-3
O=C(NCC1CCCO1)c1ccc2c(=O)n(Cc3ccco3)c(SCC(=O)N3CCCC3)nc2c1 (stereo not drawn)	0.0	1	1.0	-5
CCCNC(=O)CNC(=O)OCc1ccccc1	-0.1	-4	3.3	-1
Cc1ccc(O)c(-n2c(=O)c3cc4c(=O)n(-c5cc(C)ccc5O)c(=O)c4cc3c2=O)c1	-0.5	6	-0.4	18
CCOc1ccc(S(=O)(=O)N(CC)CC)cc1NS(=O)(=O)c1ccccc1C#N	0.1	3	-0.2	-2
CN1CCCN(C2CC(=O)N(c3ccccc3)C2=O)CC1 (stereo not drawn)	0.0	-14	-0.3	4
CN(C)CC(=O)N(C)C(Cc1ccccc1)C1CCN(C(=O)c2cnsn2)CC1 (stereo not drawn)	0.0	-1	1.5	15
CC(=O)NS(=O)(=O)c1ccc(NC(=O)c2ccncc2)cc1	0.0	6	2.0	-7
CC(C)CC(=O)N(c1nnc(-c2cccnc2)s1)C1CCCC1	-0.1	-5	-0.6	-6
CCN(CC)CCOC(=O)c1ccc([N+](=O)[O-])cc1	0.0	-3	0.3	1
O=C(N1CCCCC1)C12CC3CC(C1)CC(C(=O)N1CCCCC1)(C3)C2	0.1	5	0.7	-6
COc1ccc(-c2cc(-c3ccccc3)c(C#N)c(SCCS(=O)(=O)c3ccc(C(C)(C)C)cc3)n2)cc1	-0.1	14	0.4	0
CCCC12CN3CC(C)(CN(C1)C3C(O)C(O)C(O)C(O)CO)C2=O (stereo not drawn)	0.0	9	-0.6	-2
CC1(C)Cc2ccccc2C(CCl)=N1	-0.5	0	0.0	-19
O=C(CC1S/C(=N/N=C2\CSC(=O)N2)NC1=O)Nc1ccccc1 (stereo not drawn)	-0.3	-2	3.1	65*
N#CC1=C2NC(=O)c3c(sc4c3CCCCC4)N2C2=C(C(=O)CCC2)C1c1cccnc1 (stereo not drawn)	-0.2	1	3.3	30
COc1ccc(-c2nc(SCC(=O)Nc3cccc(Br)c3)n[nH]2)cc1	0.1	-1	1.5	12
Cc1ccc2nc3c(cc(C#N)c(=N)n3Cc3ccco3)c(=O)n2c1	0.1	-4	-0.1	-12
O=C(c1ccc2c(c1)C(=O)N(CCCO)C2=O)c1ccc2c(c1)C(=O)N(CCCO)C2=O	-0.1	-4	3.5	-1
Cc1cc2nn(-c3ccc(Cl)cc3)nc2cc1NC(=O)c1cccc([N+](=O)[O-])c1C	-0.1	-2	0.5	0
O=[N+]([O-])c1ccccc1S(=O)(=O)N1CCN(Cc2cccc(F)c2)CC1	-0.1	0	0.0	56*
CNC(=O)c1cc(-c2ccc(OC)c(OC)c2)nc2ccccc12	-0.2	0	-0.2	-1
O=C(NCC1CCC2(CCN(C(=O)Cc3ccccc3)CC2)O1)c1ccc(F)c(Cl)c1 (stereo not drawn)	1.4	8	-0.3	15
COC(=O)c1nc(NC(=O)c2ccc(Br)cc2)n[nH]1	0.0	4	-0.6	-5
CC(C)=NNC(=S)NCc1ccco1	0.0	4	1.4	28
CC[C@@H](C)[C@@H](O)[C@H](C)C(=O)[C@H](C)/C=C(\C)C[C@H](C)[C@@H]1OC(=O)[C@H]1CC	-0.1	4	-0.2	4
O=S(=O)(c1ccc2c(c1)C(=NO)c1cc(S(=O)(=O)N3CCOCC3)ccc1-2)N1CCOCC1	-0.1	16	0.4	-7
COc1ccccc1N1CCN(C(=O)c2ccc(C(C)(C)C)cc2)CC1	0.0	12	0.0	18
CCOc1ccc(C2N(Cc3ccccc3O)CCN2Cc2ccccc2O)cc1	-0.6	9	-0.8	3
COc1cc2c(cc1OC)C(COc1ccc(C(C)C)cc1)N(C(=O)c1ccc(S(=O)(=O)N3CCOCC3)cc1)CC2 (stereo not drawn)	-0.1	4	-1.1	2
O=C(O)c1ccc(S(=O)(=O)N2CCCC2C(=O)O)cc1 (stereo not drawn)	0.2	0	-1.0	8
O=C(COC(=O)c1ccc2c(c1)OCO2)Nc1ccc(F)c([N+](=O)[O-])c1	0.2	13	0.6	13
COC(=O)CSc1nc(C2CC2)cc(C(F)(F)F)c1C#N	1.2	6	-0.2	0
COc1ccc(CC2(CO)CCN(Cc3ccc(NC(C)=O)cc3)CC2)cc1	-0.1	7	5.9*	10
O=C(Cc1cccs1)NNC(=O)c1cccc(Cl)c1	0.1	4	-1.5	17
NC(=O)c1c(NC(=O)COc2ccccc2)sc2c1CCC2	0.3	-74	-0.7	20
CCCCNC(=O)c1cccc2c1C(=O)N(CCC)C2	-0.2	6	0.2	2
COCCCNC(=O)Cn1nc(C)n2c(cc3cc(C)ccc32)c1=O	0.8	1	-0.3	8
COc1ccc(-c2nc(N)n[nH]2)cc1OC	0.1	2	-0.7	13
O=C(NC1CC1)c1cccc(Nc2ccc3ncccc3c2)c1	0.1	-10	0.7	8
